Bioassay records: PubChem BioAssay, several laboratories
SRC1 inh: SRC1 coactivator transcriptional activity inhibitors, primary screen, cell-based, luminescence | inhibition, % at 3.6 µM | actives 0.12% (n = 360,000) | Nuclear receptor coactivator 1 (Homo sapiens), Q15788 | HEK293 GAL4-SRC1 luciferase reporter;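 active = inhibition above the campaign mean plus 3 SD, with each screening campaign given its own cutoff, cut at about 60% in these data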;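 also: 0% = DMSO treated cells and 100% = gossypol at 36 µM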
TLR9-MyD88 inh: inhibitors of TLR9-MyD88 association in cells, primary screen, cell-based, CHO, BLA complementation, fluorescence | Toll-like receptor 9 (Homo sapiens) + Myeloid differentiation primary response protein … | CCF4 FRET ratio | inhibition, % at 4.98 µM | actives 0.21% (n = 340,000);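 active = inhibition above the mean over all tested compounds plus 3 SD, cut at about 21% in these data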;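 also: 0% = DMSO only wells and 100% = clavulanate BLA inhibitor control wells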
EBV LMP1 NFkB: EBV LMP1-driven NF-kappaB luciferase reporter inhibitors, primary screen, cell-based, luminescence, single point; LMP1-induced NF-kappaB luciferase reporter cells; inhibition, % at 12.5 µM; actives 0.69% (n = 350,000); AID 504558, 2011; in the data active = inhibition above about 41%;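 also: 0% = neutral control wells and 100% = reference inhibitor control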
NCOA2 inhibitor: inhibition of GAL4-SRC2 driven luciferase reporter, primary screen, SRC2 inhibitor project, cell-based, luminescence; inhibition, % at 9 µM; actives 0.17% (n = 370,000); HEK293 GAL4-SRC2 luciferase reporter;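 active = inhibition above the mean inhibition of all tested compounds plus 3 SD, set per campaign, cut at about 52% in these data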;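 also: 0% = DMSO treated cells and 100% = cells given Gossypol at 36 µM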
SRC3 inh: SRC3 coactivator transcriptional activity inhibitors, primary screen, cell-based, luminescence; Nuclear receptor coactivator 3 (Homo sapiens), Q9Y6Q9; HEK293 GAL4-SRC3 luciferase reporter; inhibition, % at 3.6 µM; actives 0.17% (n = 360,000);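 active = inhibition above a per-campaign cutoff, the mean of all compounds plus 3 SD, cut at about 60% in these data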;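 also: 0% = DMSO-treated cells and 100% = gossypol-treated cells at 36 µM; higher means less SRC3-driven luciferase light from the GAL4 reporter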
NR5A2 inv ag: LRH-1 (NR5A2) inverse agonists, primary screen, cell-based, luminescence, HEK293T, StAR-luciferase reporter; inhibition, % at 3.6 µM; LRH-1 transfected, 24 h; Nuclear receptor subfamily 5 group A member 2 (Homo sapiens), O00482; actives 0.13% (n = 360,000);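 active = inhibition above the mean inhibition of all tested compounds plus 3 SD, cut at about 73% in these data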;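 also: 0% = DMSO wells and 100% = reporter-only cells lacking LRH-1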
NR2F2 inh: NR2F2 transcriptional activity inhibitors, primary screen, cell-based, luciferase reporter, HEK293T, luminescence; COUP transcription factor 2 (Homo sapiens), P24468; HEK293T NGFI-A luciferase reporter; inhibition, % at 8.6 µM; actives 0.7% (n = 370,000); AID 686940, 2013;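 active = inhibition above a per-plate cutoff, mean inhibition of test wells between control levels plus 3 SD, cut at about 38% in these data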;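 also: cells cotransfected with COUP-TFII expression vector driving the NGFI-A reporter; 0% = median of COUP-TF2 test wells and 100% = reporter-only cells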
Target sequence (P24468 whole entry, looked up): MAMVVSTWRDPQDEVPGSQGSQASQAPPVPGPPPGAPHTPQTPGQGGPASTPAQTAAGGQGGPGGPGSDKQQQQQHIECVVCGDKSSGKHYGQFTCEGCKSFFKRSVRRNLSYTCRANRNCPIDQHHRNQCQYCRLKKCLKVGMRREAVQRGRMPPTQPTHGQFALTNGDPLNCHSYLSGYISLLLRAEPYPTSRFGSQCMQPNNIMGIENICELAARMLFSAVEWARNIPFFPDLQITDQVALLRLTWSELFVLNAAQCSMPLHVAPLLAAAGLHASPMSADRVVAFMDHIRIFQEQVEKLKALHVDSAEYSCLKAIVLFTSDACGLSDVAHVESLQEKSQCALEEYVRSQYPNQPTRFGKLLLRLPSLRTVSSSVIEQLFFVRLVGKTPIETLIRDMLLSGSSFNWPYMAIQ
TWEAK-Fn14 inh: inhibitors of TWEAK-Fn14 signaling, primary screen, luciferase reporter cells, uHTS. TWEAK-stimulated Fn14 reporter cells, luciferase luminescence, 8 h. inhibition, % at 10 µM. actives 2% (n = 360,000); in the data active = inhibition above about 50%
C8 TRAIL sens: viability loss with TRAIL in NB7+C8 cells, primary screen, TRAIL sensitizer project, cell-based, ATPlite luminescence | inhibition (viability loss, TRAIL sensitization), % at 10 µM | actives 1% (n = 360,000) | AID 624354, 2012;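 active = compounds causing at least 50% loss of cell viability in the single-dose screen, relative to plate controls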
TROY NFkB inh: inhibitors of TROY-driven NF-kB signaling, primary screen, Q293 LMP1-TROYcd cells, NF-kB luciferase, uHTS; AID 1347056, 2019; inhibition, % at 10 µM; actives 0.98% (n = 360,000); Q293 LMP1-TROYcd NF-kB luciferase reporter, 4 h;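 active = compounds whose plate-normalised and pattern-corrected inhibition of the luciferase reporter signal at the single screening dose is 50% or more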
NOD2-RIPK2 inh: NOD2-RIPK2 binding disruptors in cells, primary screen, fluorescence, CHO cells, BLA complementation | inhibition, % at 4.98 µM | actives 0.38% (n = 360,000) | CCF4 ratio; in the data active = inhibition above about 21%;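 also: 0% = vehicle only and 100% = reference blocker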
Target sequence (O43353 whole entry, looked up): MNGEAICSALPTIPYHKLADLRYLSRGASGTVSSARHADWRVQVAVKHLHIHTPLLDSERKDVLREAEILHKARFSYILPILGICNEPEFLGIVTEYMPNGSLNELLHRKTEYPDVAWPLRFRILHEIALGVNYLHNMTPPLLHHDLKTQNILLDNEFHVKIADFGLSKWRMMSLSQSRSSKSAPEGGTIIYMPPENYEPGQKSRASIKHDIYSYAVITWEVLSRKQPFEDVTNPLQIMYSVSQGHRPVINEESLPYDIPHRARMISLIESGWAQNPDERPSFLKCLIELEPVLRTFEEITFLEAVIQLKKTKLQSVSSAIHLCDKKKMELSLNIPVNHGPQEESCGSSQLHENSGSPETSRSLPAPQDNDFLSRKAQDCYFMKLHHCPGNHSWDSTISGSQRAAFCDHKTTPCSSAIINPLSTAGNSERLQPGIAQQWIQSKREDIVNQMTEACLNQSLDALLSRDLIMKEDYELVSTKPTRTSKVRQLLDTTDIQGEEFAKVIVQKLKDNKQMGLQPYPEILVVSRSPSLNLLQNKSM
* marks the source's active call; other numbers are inactive results; & = joins results of further samples. These rows are one share of the data (hit frequency here may not be typical).

Screening Cc1cccc(NC(=O)c2sc(C)nc2C)c1 returned SRC1 inh -58, TLR9-MyD88 inh -3, EBV LMP1 NFkB -10, NCOA2 inhibitor -52, SRC3 inh -36, NR5A2 inv ag -47, NR2F2 inh -24, TWEAK-Fn14 inh -22, C8 TRAIL sens 19, TROY NFkB inh -44 and NOD2-RIPK2 inh 0.
`O=[N+]([O-])c1ccc(OCCCCN2CCCCC2)cc1` gave SRC1 inh 13, TLR9-MyD88 inh 0, EBV LMP1 NFkB 3, NCOA2 inhibitor -12, SRC3 inh 11, NR5A2 inv ag -5, NR2F2 inh 3, TWEAK-Fn14 inh -18, C8 TRAIL sens -9, TROY NFkB inh -4 and NOD2-RIPK2 inh -4.
COc1ccc(-c2nc3c(c(=O)c4ccccc4n3C)c(=O)n2Cc2ccccc2)cc1 was read as SRC1 inh 7, TLR9-MyD88 inh -5, EBV LMP1 NFkB 12, NCOA2 inhibitor -3, SRC3 inh -5, NR5A2 inv ag 8, NR2F2 inh 16, TWEAK-Fn14 inh -17, C8 TRAIL sens -6, TROY NFkB inh 7 and NOD2-RIPK2 inh -16.
Screening Cn1c(=O)c2c(nc(NCc3ccccc3)n2C)n(C)c1=O returned SRC1 inh 1, TLR9-MyD88 inh 5, EBV LMP1 NFkB -2, NCOA2 inhibitor -3, SRC3 inh 16, NR5A2 inv ag 0, NR2F2 inh -8, TWEAK-Fn14 inh 0, C8 TRAIL sens 12, TROY NFkB inh 20 and NOD2-RIPK2 inh -9.
Screening COCC(=O)N(CCc1ccccc1)Cc1cc2cc(C)ccc2nc1Cl returned SRC1 inh 2, TLR9-MyD88 inh -5, EBV LMP1 NFkB -7, NCOA2 inhibitor 4, SRC3 inh 14, NR5A2 inv ag 3, NR2F2 inh 11, TWEAK-Fn14 inh -15, C8 TRAIL sens -12, TROY NFkB inh 10 and NOD2-RIPK2 inh -10.
COc1ccccc1C(=O)COC(=O)c1cccs1 was read as SRC1 inh -46, TLR9-MyD88 inh 11, EBV LMP1 NFkB -20, NCOA2 inhibitor -32, SRC3 inh -60, NR5A2 inv ag -18, NR2F2 inh -16, TWEAK-Fn14 inh 8, C8 TRAIL sens -8, TROY NFkB inh -67 and NOD2-RIPK2 inh 6.
For COc1ccc(NC(=O)CSc2nc3c(sc4ccccc43)c(=O)n2CCCN2CCCC2)cc1 the results were SRC1 inh -6, TLR9-MyD88 inh -4, EBV LMP1 NFkB 2, SRC3 inh -17, NR5A2 inv ag -25, TWEAK-Fn14 inh -19, C8 TRAIL sens 32, TROY NFkB inh -42 and NOD2-RIPK2 inh -4.
CC(C)CNC(=S)NC1CCCC1 was read as SRC1 inh -22, TLR9-MyD88 inh -1, EBV LMP1 NFkB 0, NCOA2 inhibitor -7, SRC3 inh 13, NR5A2 inv ag 3, NR2F2 inh -1, TWEAK-Fn14 inh -13, C8 TRAIL sens -13, TROY NFkB inh -1 and NOD2-RIPK2 inh 9.
COC(=O)c1ccc([C@@H]2C[C@H]3CN(Cc4cccnc4)C(=O)[C@]34CCCN24)cc1 was read as SRC1 inh -9, TLR9-MyD88 inh 2, EBV LMP1 NFkB -4, NCOA2 inhibitor -24, SRC3 inh 4, NR5A2 inv ag -2, NR2F2 inh 1, TWEAK-Fn14 inh 12, C8 TRAIL sens -4, TROY NFkB inh -22 and NOD2-RIPK2 inh 4.
`COc1ccc(C(=O)ON=C2C=C(C)C(=O)C(C)=C2)cc1` gave SRC1 inh -3, TLR9-MyD88 inh -11, EBV LMP1 NFkB 23, NCOA2 inhibitor -5, SRC3 inh 3, NR5A2 inv ag 6, NR2F2 inh -7, TWEAK-Fn14 inh 41, C8 TRAIL sens -4, TROY NFkB inh 34 and NOD2-RIPK2 inh -11.
CCn1c(-c2ccc([N+](=O)[O-])cc2)n[nH]c1=S was read as SRC1 inh 7, TLR9-MyD88 inh 1, EBV LMP1 NFkB 3, NCOA2 inhibitor -21, SRC3 inh 12, NR5A2 inv ag -11, NR2F2 inh -17, TWEAK-Fn14 inh -13, C8 TRAIL sens -10, TROY NFkB inh -4 and NOD2-RIPK2 inh -9.
`CN(C)S(=O)(=O)c1ccc(N2CCCC2)c(C(=O)Nc2ccccc2Br)c1` gave SRC1 inh -21, TLR9-MyD88 inh -9, EBV LMP1 NFkB 2, NCOA2 inhibitor 10, SRC3 inh -12, NR5A2 inv ag 11, NR2F2 inh 19, TWEAK-Fn14 inh -1, C8 TRAIL sens 11, TROY NFkB inh 0 and NOD2-RIPK2 inh 4.
C[C@@H](C(=O)OCC(=O)c1ccccc1)N1C(=O)C2CCCCC2C1=O (some centres not stated) was read as SRC1 inh 3, TLR9-MyD88 inh -4, EBV LMP1 NFkB -2, NCOA2 inhibitor -2, SRC3 inh -1, NR5A2 inv ag 4, NR2F2 inh 10, TWEAK-Fn14 inh 12, C8 TRAIL sens -12, TROY NFkB inh -6 and NOD2-RIPK2 inh 0.
Screening CCCNC(=O)CN1C(=O)COc2ccc(S(=O)(=O)N3CCCCCC3)cc21 returned SRC1 inh -5, TLR9-MyD88 inh 1, EBV LMP1 NFkB 1, NCOA2 inhibitor -12, SRC3 inh 25, NR5A2 inv ag 21, NR2F2 inh 1, TWEAK-Fn14 inh 4, C8 TRAIL sens -22, TROY NFkB inh 0 and NOD2-RIPK2 inh -2.
For COCCCNC(=O)c1cc(-c2cccnc2)nc2ccc(S(=O)(=O)N3CCCCCC3)cc12 the results were SRC1 inh 4, TLR9-MyD88 inh 12, EBV LMP1 NFkB -2, NCOA2 inhibitor -3, SRC3 inh -17, NR5A2 inv ag 8, NR2F2 inh 15, TWEAK-Fn14 inh -5, C8 TRAIL sens -9, TROY NFkB inh -9 and NOD2-RIPK2 inh 2.
Cc1nc2ccccc2c(C)c1C(=O)c1ccc(F)cc1 was read as SRC1 inh 8, TLR9-MyD88 inh -14, EBV LMP1 NFkB 1, NCOA2 inhibitor 6, SRC3 inh 16, NR5A2 inv ag 8, NR2F2 inh 11, TWEAK-Fn14 inh 13, C8 TRAIL sens 2, TROY NFkB inh 16 and NOD2-RIPK2 inh 2.
For Cc1c(N=C/C=C2/N(C)c3ccccc3C2(C)C)c(=O)n(-c2ccccc2)n1C the results were SRC1 inh -4&-5, TLR9-MyD88 inh 3&-8, EBV LMP1 NFkB -2&-5, NCOA2 inhibitor -3&2, SRC3 inh -17&-7, NR5A2 inv ag 11&22, NR2F2 inh -4&7, TWEAK-Fn14 inh 0&37, C8 TRAIL sens 0&0, TROY NFkB inh 9&24 and NOD2-RIPK2 inh 0&2.
CCN(CC)CCCN(C(C)=O)c1nc(-c2cc(OC)ccc2OC)cs1 was read as SRC1 inh -7, TLR9-MyD88 inh -4, EBV LMP1 NFkB 0, NCOA2 inhibitor -14, SRC3 inh 10, NR5A2 inv ag 1, NR2F2 inh 1, TWEAK-Fn14 inh -5, C8 TRAIL sens 6, TROY NFkB inh 5 and NOD2-RIPK2 inh -7.
For O=C(CC1C(=O)NCCN1C(=O)Nc1ccc(F)cc1)Nc1cc(Cl)ccc1Cl (configuration not stated) the results were SRC1 inh 4, TLR9-MyD88 inh -2, EBV LMP1 NFkB 6, NCOA2 inhibitor -14, SRC3 inh 15, NR5A2 inv ag 13, NR2F2 inh -22, TWEAK-Fn14 inh 7, C8 TRAIL sens 10, TROY NFkB inh -17 and NOD2-RIPK2 inh -5.
Screening Nc1ccccc1C(=O)N1O[C@@H]2C=C[C@H]1C2 returned SRC1 inh -11, TLR9-MyD88 inh -7, EBV LMP1 NFkB 5, NCOA2 inhibitor 17, SRC3 inh -56, NR5A2 inv ag -3, NR2F2 inh 8, TWEAK-Fn14 inh -8, C8 TRAIL sens 9, TROY NFkB inh -10 and NOD2-RIPK2 inh -13.
For Fc1ccc(CN2CCN(c3ncnc4scc(-c5ccc(F)cc5)c34)CC2)cc1 the results were SRC1 inh -17, TLR9-MyD88 inh -2, EBV LMP1 NFkB 5, NCOA2 inhibitor 1, SRC3 inh -3, NR5A2 inv ag -4, NR2F2 inh 14, TWEAK-Fn14 inh 20, C8 TRAIL sens 16, TROY NFkB inh 33 and NOD2-RIPK2 inh -11.
For CCn1c(SCC(=O)NNC(=S)Nc2ccccc2)nnc1-c1ccc(Cl)cc1 the results were SRC1 inh 1, TLR9-MyD88 inh -17, EBV LMP1 NFkB -11, NCOA2 inhibitor -40, SRC3 inh -3, NR5A2 inv ag 4, NR2F2 inh 7, TWEAK-Fn14 inh -4, C8 TRAIL sens 17, TROY NFkB inh -24 and NOD2-RIPK2 inh -3.
For CCc1ccccc1NC(=O)CSc1nc2ccccc2nc1N1CCOCC1 the results were SRC1 inh -33, TLR9-MyD88 inh 3, EBV LMP1 NFkB -4, NCOA2 inhibitor 12, SRC3 inh -2, NR5A2 inv ag 2, NR2F2 inh -6, TWEAK-Fn14 inh -22, C8 TRAIL sens 3, TROY NFkB inh 0 and NOD2-RIPK2 inh -3.
`Cc1ccc(CN2CC(C(=O)NNC(=O)Cn3ccc(C(F)(F)F)n3)CC2=O)cc1` (configuration not stated) gave SRC1 inh -1, TLR9-MyD88 inh -7, EBV LMP1 NFkB 1, NCOA2 inhibitor -11, SRC3 inh -7, NR5A2 inv ag 11, NR2F2 inh -3, TWEAK-Fn14 inh -7, C8 TRAIL sens -8, TROY NFkB inh 4 and NOD2-RIPK2 inh 3.
Screening CCOc1ccccc1OCCCNCc1ccccc1 returned SRC1 inh 5, TLR9-MyD88 inh -2, EBV LMP1 NFkB 1, NCOA2 inhibitor 4, SRC3 inh 1, NR5A2 inv ag 12, NR2F2 inh 9, TWEAK-Fn14 inh -22, C8 TRAIL sens -2, TROY NFkB inh -7 and NOD2-RIPK2 inh 4.
Screening Cn1c(SCC(=O)NC2CCCC2)nnc1-c1ccco1 returned SRC1 inh 17, TLR9-MyD88 inh -11, EBV LMP1 NFkB 0, NCOA2 inhibitor -4, SRC3 inh -10, NR5A2 inv ag -18, NR2F2 inh -1, TWEAK-Fn14 inh -16, C8 TRAIL sens 8, TROY NFkB inh 11 and NOD2-RIPK2 inh -6.
COc1ccc(-c2ccc(=O)n(CC(=O)Nc3cccc(O)c3)n2)cc1OC was read as SRC1 inh -1, TLR9-MyD88 inh -12, EBV LMP1 NFkB 3, NCOA2 inhibitor 7, SRC3 inh 9, NR5A2 inv ag 14, NR2F2 inh -9, TWEAK-Fn14 inh -11, C8 TRAIL sens -11, TROY NFkB inh 5 and NOD2-RIPK2 inh -9.
Screening O=C(Cc1ccccc1)NNC(=O)Cc1ccccc1 returned SRC1 inh -30, TLR9-MyD88 inh 8, EBV LMP1 NFkB 0, NCOA2 inhibitor 12, SRC3 inh 8, NR5A2 inv ag 1, NR2F2 inh 10, TWEAK-Fn14 inh 3, C8 TRAIL sens -1, TROY NFkB inh 2 and NOD2-RIPK2 inh 1.
